# Assay outcomes deposited in PubChem BioAssay by National Center for Advancing Translational Sciences (NCATS).
# TRHR agonist: TRH receptor (human) agonism | activation, % at 2 µM | 360,000 tested, 0.18% active | TRHR cells, calcium flux fluo-8, FDSS agonist mode | P34981; also: 0% is about no effect
# Target sequence (P34981 whole entry, looked up): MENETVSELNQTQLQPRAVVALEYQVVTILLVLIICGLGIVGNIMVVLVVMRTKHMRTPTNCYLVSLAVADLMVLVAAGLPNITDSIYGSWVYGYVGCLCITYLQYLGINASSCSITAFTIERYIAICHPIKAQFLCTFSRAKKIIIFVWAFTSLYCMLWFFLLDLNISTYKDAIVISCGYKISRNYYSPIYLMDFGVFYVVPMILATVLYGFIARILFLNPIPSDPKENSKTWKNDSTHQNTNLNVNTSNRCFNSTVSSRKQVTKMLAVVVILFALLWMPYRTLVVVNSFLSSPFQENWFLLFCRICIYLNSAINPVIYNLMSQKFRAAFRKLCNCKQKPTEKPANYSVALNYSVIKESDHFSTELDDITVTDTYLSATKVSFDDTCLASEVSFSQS
#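 Read-out: compound-evoked intracellular calcium rise in TRHR cells, fluo-8 dye, kinetic FDSS fluorescence at 1 s/cycle following a 10-cycle baseline. Cells cultured overnight before dye loading (30 min–1.5 h, RT).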
# D2 agonist: activates the human D2 dopamine receptor; AID 485358; activation, % at 2 µM; 340,000 tested, 0.53% active; HEK293 T-REx D2 cells, calcium flux agonist mode;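 active = activation over 3 SD above normal in the single-dose calcium agonist read, cut at about 30% in these data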; also: 0% is about no effect
# Target sequence (P14416 whole entry, looked up): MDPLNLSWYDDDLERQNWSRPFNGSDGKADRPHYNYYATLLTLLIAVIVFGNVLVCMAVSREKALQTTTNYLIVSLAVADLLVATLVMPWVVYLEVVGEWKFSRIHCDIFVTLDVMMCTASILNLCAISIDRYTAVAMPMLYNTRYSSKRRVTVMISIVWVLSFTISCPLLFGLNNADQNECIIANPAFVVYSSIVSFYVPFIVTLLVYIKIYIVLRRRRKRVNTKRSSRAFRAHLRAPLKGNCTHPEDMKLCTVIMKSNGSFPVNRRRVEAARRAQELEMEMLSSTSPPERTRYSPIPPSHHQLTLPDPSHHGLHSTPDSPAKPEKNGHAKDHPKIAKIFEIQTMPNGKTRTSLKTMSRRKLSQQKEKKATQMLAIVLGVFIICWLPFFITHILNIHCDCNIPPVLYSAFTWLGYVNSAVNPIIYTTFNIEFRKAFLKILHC
#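 In this primary screen, compounds producing a positive calcium signal within 180 s of addition to tetracycline-induced, force-coupled HEK293 Trex D2 cells are flagged; cells are dye-loaded with a no-wash calcium kit beforehand.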
# D2 antagonist: antagonizes the human D2 dopamine receptor | P14416 | HEK293 TREx D2 cells, calcium flux, dopamine EC80 | inhibition, % at 10 µM | 340,000 tested, 2% active; in the data active = inhibition above about 30%; also: 0% is about no effect
#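 Overnight-induced (tetracycline, 30 C) HEK293 T-REx cells carrying force-coupled D2 receive a no-wash calcium dye, then compound, then EC80 dopamine at 180 s; signals are read kinetically throughout.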
# D1 PAM: enhances dopamine response at the human D1 receptor; P21728; HEK293 TREx D1 cells, calcium flux, dopamine EC20 potentiation; potentiation, % at 10 µM; 360,000 tested, 0.036% active; in the data active = potentiation above about 30%; also: 0% is about no effect
# D1 antag: antagonists of human D1 dopamine receptor; activity change, negative = inhibition, % at 10 µM; HEK293 TREx D1 cells, calcium flux, dopamine EC80; active compounds read low; AID 504652; 360,000 tested, 3.2% active; in the data active = activity change below about -30%; also: % is scaled to controls: 0 for no effect and ±100 for the full control effect
#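 After overnight tetracycline induction at 30 C, force-coupled D1 HEK293 cells took up a no-wash calcium dye at room temperature. Compounds were added and monitored 180 s, and the response to EC80 dopamine was then recorded.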
# RXFP1 antagonist: antagonists of human relaxin receptor RXFP1; HEK293-RXFP1, relaxin-stimulated cAMP HTRF, 30 min; active compounds read low; activity change, negative = inhibition, % at 57.5 µM; 350,000 tested, 0.59% active;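 active = activity change of -60% or lower, but not beyond a set lower limit; inconclusive = change between -60% and -40%, or beyond the set limit; inactive = change above -40%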; also: % is scaled to controls: 0 for no effect and ±100 for the full control effect
# TRHR enhancer: TRH receptor (human) allosteric enhancement; P34981; TRHR cells, fluo-8 calcium fluorescence, EC20 TRH enhancement; enhancement, % at 2 µM; AID 493056; 360,000 tested, 0.66% active; in the data active = enhancement above about 30%; also: 0% is about no effect
#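 Enhancer read-out: after compound pinning and an initial kinetic agonist-mode read, an EC20 of TRH (10 nM final) was injected and fluo-8 calcium signal (Ex 480/Em 530) followed at 1 s/cycle for 100 cycles in TRHR-expressing cells.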
# D1 agonist: agonists of human D1 dopamine receptor; HEK293 T-REx D1 cells, calcium flux, agonist mode; activation, % at 2 µM; 360,000 tested, 1% active; AID 504660; also: 0% is about no effect
#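 Inducible HEK293 T-REx D1 cells, force-coupled to calcium signalling, were plated at 4000 cells/well with tetracycline and held overnight at 30 C. After no-wash calcium dye loading, compound-evoked calcium rise over 180 s flagged agonists.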
# D2 PAM: positive allosteric modulators of human D2 dopamine receptor | P14416 | HEK293 T-REx D2, calcium flux, EC20 dopamine potentiation | potentiation, % at 10 µM | 340,000 tested, 0.34% active;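 active = potentiation over 3 SD above the plate norm, cut at about 30% in these data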; also: 0% is about no effect
#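 Using a no-wash calcium dye in inducible, force-coupled HEK293 Trex cells expressing D2, we tracked fluorescence each second for 180 s after compound, then for 180 s after EC20 dopamine to detect augmented signalling.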
# Numbers without * were called inactive; ? = inconclusive; . = not tested or not shown; & = joins results of further samples. Rule as the data show it, unless noted: active = activation above about 30%; inactive = the rest.
# Second line of a record – TRHR agonist	D2 agonist	D2 antagonist	D1 PAM	D1 antag	RXFP1 antagonist	TRHR enhancer	D1 agonist	D2 PAM
> Cc1ccccc1CNC(=O)c1ccc(CSc2nc3cccnc3n2Cc2ccccc2)cc1
    0.7	-0.9	.	3	-8	1	-1	5	2
> CCCC(=O)c1c(NCCO)cc(C)oc1=O
    -0.6	-0.9	-2	1	-6	5	3	2	.
> COc1ccc(C2=NN(c3nc4ccccc4s3)C(=O)C2)cc1
    0.8	-0.6	-15	0	4	-23	1	1	7
> COc1ccccc1N1CCN(C(=O)c2ccc([N+](=O)[O-])s2)CC1
    0.2	0.4	-33	4	2	-4	4	2	13
> COc1ccc(NC(=O)C2CCN(c3nc4ccccc4nc3C(F)(F)F)CC2)cc1
    0.2	0.3	.	-6	3	.	0	1	3
> Cc1cccc(NC(=O)c2ccccc2NC(=O)CCC(=O)O)c1
    -0.6	0.9	-12	8	14	-2	13	3	8
> Cc1ccc(-n2c(O)c(/C=N/c3ncn[nH]3)c3ccccc3c2=O)cc1
    0.1	0.9	12	-1	7	-4	-10	2	1
> COc1cc(NC(=O)CCc2c(C)nc3nc(-c4cc(OC)cc(OC)c4)nn3c2C)cc(OC)c1
    0.7	-0.2	.	0	5	.	15	1	-10
> O=C(Nc1cc2c(cc1C(=O)c1ccccc1Br)OCCO2)c1ccccc1
    0.7	-0.2	.	2	16	3	23	6	-2
> COc1ccc(-c2noc(-c3cccnc3NCc3ccco3)n2)cc1
    0.9	0.5	.	-3	2	.	2	3	-1
> COc1ccccc1N1CCN(C(=O)CN2C(=O)COc3ccc(S(=O)(=O)N4CCCCCC4)cc32)CC1
    -0.9	9.2	.	-1	2	.	-14	0	3
> O=C(COC(=O)C1CCN(S(=O)(=O)c2cccc3cccnc23)CC1)c1ccc(F)cc1
    0.8	0.8	15	-1	-4	-12	6	0	-1
> CC(Oc1ccc(Cl)cc1Cl)C(=O)Nn1cnnc1 (configuration not stated)
    0.1	-0.3	0	-1	-5	5	-1	0	1
> CCc1cccc(NC(=O)C(CC(C)C)NS(=O)(=O)c2ccc3c(c2)oc(=O)n3C)c1 (configuration not stated)
    0.1	.	.	0	-1	.	4	2	-2
> Cc1ccc(S(=O)(=O)N2CCOCC2)cc1C(=O)OC1CCCCC1=O (configuration not stated)
    -0.5	1.7	-2	2	15	3	10	2	0
> COc1ccccc1/C=C/C(=O)NCC(=O)N/N=C(/C)c1ccco1
    0.6	1.0	10	-6	5	6	7	3	-4
> CC(=O)Nc1ccc(-n2c(C)ccc2-c2ccccc2)cc1
    0.9	1.9	-2	-4	-21	5	0	5	4
> Cc1ccc(CN2CCC(CNC(=O)c3cnn(-c4ccccc4)c3C3CCN(C(=O)OC(C)(C)C)CC3)CC2)cc1
    -0.6	0.2	.	2	3	-11	8	2	-13
> COc1ccc(NC(=O)CN(C)C(=O)c2ccc3c(c2)S(=O)(=O)N=C2CCCCCN23)cc1
    -0.7	-0.3	12	-11	-3	-4	1	0	-2
> O=S(=O)(c1ccc(Br)cc1)N1CCn2cccc2C1c1ccc(Br)cc1 (configuration not stated)
    0.4	1.4	.	0	.	5	13	1	18
> COc1cccc(-c2ccc(SCC(=O)NC3CCCCC3)nn2)c1
    -0.5	-2.5	-2	-3	-7	-1	-1	-1	1
> Cc1ccc(NC(=O)C(C)OC(=O)c2ccc(NS(=O)(=O)c3ccc(F)c(F)c3)cc2)cc1 (configuration not stated)
    -1.1	-0.7	15	3	8	-2	11	4	10
> Cc1ccc(S(=O)(=O)N2CCOCC2)cc1C(=O)Nc1ccccc1C(=O)O
    -1.8	1.3	.	0	-3	?	1	-1	16
> O=C(Cc1ccsc1)Nc1cc(F)ccc1F
    0.3	-3.0	-6	.	-29	-5	-1	5	-2
> CC1CCN(c2ncnc3ccccc23)CC1
    2.0	.	.	-5	-34*	-11	-1	22	.
> COc1ccc2oc(=O)c(/C(N)=N/NC(=O)c3ccncc3)cc2c1
    0.9	0.7	29	-3	2	-11	-9	2	-1
> CCN(CC(=O)Nc1ccccc1C(F)(F)F)C(=O)COc1cccc2c1OC(C)(C)C2
    0.3	0.0	-6	-4	-8	-19	-3	7	5
> CC1CCCN(CCCNC(=O)c2ccc3c(c2)N(Cc2ccc(F)cc2)C(=O)c2ccccc2S3=O)C1 (configuration not stated)
    3.1	1.7	74*	1	4	-11	-6	39*	-19
> CCOc1ccc2nc(N(CCN(CC)CC)C(=O)c3ccc([N+](=O)[O-])cc3)sc2c1
    0.7	0.0	-5	1	15	-23	7	3	-3
> Cc1ccc(C(=O)c2oc3ccccc3c2NC(=O)c2cc(-c3cc(C)ccc3O)n[nH]2)cc1
    -1.1	-0.4	12	2	-1	3	-19	2	-12

# Remaining list, next part:
# Second line of a record – TRHR agonist	D2 agonist	D2 antagonist	D1 PAM	D1 antag	RXFP1 antagonist	TRHR enhancer	D1 agonist	D2 PAM
> O=C(NNC1CC(=O)N(c2ccccc2)C1=O)c1ccccc1Cl (configuration not stated)
    -0.3	-0.3	0	-1	-4	-16	1	0	0
> O=S(=O)(Nc1cccc(-c2cn3cccnc3n2)c1)c1ccc(-c2ccccc2)cc1
    -0.1	0.4	-14	3	-7	-5	2	9	-1
> O=C(Cn1nc(-c2ccc(Cl)cc2)c2ccccc2c1=O)NN1CCOCC1
    -0.7	-0.1	-15	3	-8	2	-4	0	-7
> COc1ccc(/C=N/NC(=O)c2c(-c3ccccc3)noc2C)cc1
    -0.2	1.5	5	-2	2	-2	3	7	-2
> COc1cccc(N2CCN(C(=O)c3ccc(CSc4nc5ccncc5[nH]4)cc3)CC2)c1
    0.1	.	.	-9	-26	-40	-3	-2	.
> COc1cc(C(=O)NCC(=O)OCC(=O)Nc2ncc(Cl)cc2Cl)cc(OC)c1OC
    -0.7	1.8	-4	4	4	-7	-1	0	1
> O=C(c1ccccc1Br)N1CCN(c2ccc([N+](=O)[O-])c(N3CCOCC3)c2)CC1
    -1.3	0.0	8	3	10	-5	-2	-4	-2
> CCC(=O)/C(=C(/O)c1ccccc1)c1nc2ccccc2[nH]1
    0.7	1.8	-7	-5	-5	-7	-1	0	4
> COC(=O)CNC(=O)Cn1nc(C)c([N+](=O)[O-])c1C
    -0.2	-0.5	-7	1	6	-3	-2	-2	5
> Cc1cccc(N2CCN(C(=O)c3cccc(N4CCCC4=O)c3)CC2)c1C
    -1.2	-0.3	2	4	-8	-4	-9	2	-5
> CCOc1ccccc1NC(=O)C1CCCN(S(=O)(=O)c2c(C)[nH]c(=O)[nH]c2=O)C1 (configuration not stated)
    0.5&0.4	1.2&0.3	-20	-5&0	3&6	-3	-7&5	-3&-1	8&2
> CN(Cc1cnn(C)c1)C(=O)c1ccc(OC2CCN(CCc3ccccc3)CC2)cc1
    0.1	0.5	12	-3	-24	-7	6	1	-11
> FC(F)Sc1ccc(NC(=S)NC2CCCCC2)cc1
    2.2	7.6	-17	-7	-28	-2	-5	18	-4
> COc1ccc(NC(=S)N2CCN(C(c3ccccc3)c3ccccc3)CC2)c(OC)c1
    -0.8	-1.1	4	-3	-5	-18	-6	0	8
> CCC(C)NC(=O)C1c2ccccc2C(=O)N1Cc1cc(OC)ccc1OC (configuration not stated)
    -0.1	0.1	-9	-2	-2	0	-3	1	11
> COc1ccc(CCN2CC(C(=O)NCCc3cccc(F)c3)CCC2=O)cc1 (configuration not stated)
    1.0	0.4	9	0	-23	18	-2	-1	-9
> c1ccc(CC2CCN(Cc3ccccn3)CC2)cc1
    0.3	0.3	30*	-1	5	6	-5	2	-14
> O=C(NNC(=O)c1ccccc1[N+](=O)[O-])c1ccccn1
    1.2	2.0	12	-2	-1	7	-3	3	-2
> O=C(C(Cl)Cl)N1CCN(c2ccccn2)CC1
    0.4	4.4	2	1	-7	18	6	4	0
> CCOc1ccccc1NS(=O)(=O)c1c[nH]c(C(=O)OC)c1
    -0.1	-0.5	-3	-6	-17	.	-5	0	9
> CCN1C(=O)[C@H]2[C@@H](c3ccc(-c4ccc(OC)cc4)cc3)N3CCCC[C@@]3(C(=O)OC)[C@H]2C1=O
    0.3	0.6	4	-4	-6	.	1	4	-16
> CN(C(=O)COC(=O)COc1ccccc1Cc1ccccc1)c1ccccc1
    2.0	-0.4	4	-2	-17	21	4	23	-2
> CC(=O)NS(=O)(=O)c1ccc(NC(=O)c2ccccc2F)cc1
    0.2	0.1	-6	8	-1	7	-1	-2	-5
> CCCCN(C)C(=O)c1ccc2c(c1)N(Cc1ccc(F)cc1)C(=O)c1ccccc1S2(=O)=O
    0.1	0.6	.	-1	0	-1	18	0	1
> Cc1ccc2oc(=O)n(Cc3ccccc3OC(C)C)c2c1
    0.2	-0.4	0	0	2	-22	-2	11	10
> Cc1cccc(NC(=O)/C=C/c2ccc(Cl)cc2)n1
    -0.1	0.8	-11	-4	-10	-16	-10	0	-9
> CCN(CC)CCC(c1cc(OC)c(OC)c(OC)c1)c1c(O)cc(OC)cc1OC (configuration not stated)
    -0.6	-1.1	13	-5	-5	.	-2	6	0
> COc1ccccc1N(CC(=O)NCc1ccccc1)S(C)(=O)=O
    0.4	0.7	-25	-4	-26	-10	-3	1	-2
> CCCCCCOc1ccc(-c2nc3ccc(Br)cc3c(=O)o2)cc1
    -1.1	-0.4	.	-1	2	-1	2	2	-2
> Cc1cc(C(=O)COC(=O)c2ccncc2)c(C)n1Cc1ccco1
    0.0	-0.1	-6	-7	-8	10	-5	18	-1

# New compounds follow:
# Second line of a record – TRHR agonist	D2 agonist	D2 antagonist	D1 PAM	D1 antag	RXFP1 antagonist	TRHR enhancer	D1 agonist	D2 PAM
> COc1cc(C(=O)NNC(=O)C2CCCC2)cc(OC)c1OC
    0.9	0.5	2	-4	-4	-10	-3	2	5
> CC(C)CC1Nc2ccc(C(=O)NCc3ccc4c(c3)OCO4)cc2NC1=O (configuration not stated)
    0.0	-1.0	-17	-6	8	-4	5	1	-6
> Cc1nn(C)c(C(=O)Nc2ccn(Cc3c(F)c(F)cc(F)c3F)n2)c1[N+](=O)[O-]
    -0.2	0.0	1	3	-19	-3	1	2	-3
> CCN(CC)S(=O)(=O)c1cccc(NC(=O)COC(=O)C2=COCCO2)c1
    1.2	0.1	30*	-3	-9	-6	-1	6	-4
> CC(C)[C@H](NC(=O)N1CC(=O)Nc2ccccc21)C(=O)N1CCC[C@@H]1C(=O)O
    -0.4	-0.9	-2	1	16	.	-5	3	2
> COc1cc(Cl)ccc1OCc1cc(C(=O)N[C@H]2CCCCNC2=O)no1
    -0.7	0.1	-1	9	6	-8	26	2	3

# Reformatted as comma-separated lines: part of the list above.
SMILES,TRHR agonist,D2 agonist,D2 antagonist,D1 PAM,D1 antag,RXFP1 antagonist,TRHR enhancer,D1 agonist,D2 PAM
CC(C)[C@H](NC(=O)N1CC(=O)Nc2ccccc21)C(=O)N1CCC[C@@H]1C(=O)O,-0.4,-0.9,-2,1,16,.,-5,3,2
COc1cc(C(=O)NNC(=O)C2CCCC2)cc(OC)c1OC,0.9,0.5,2,-4,-4,-10,-3,2,5
CC(C)CC1Nc2ccc(C(=O)NCc3ccc4c(c3)OCO4)cc2NC1=O (configuration not stated),0.0,-1.0,-17,-6,8,-4,5,1,-6
